Screening data: PubChem BioAssay, NCI
yeast cln2 rad14: NCI yeast anticancer drug screen, S. cerevisiae cln2 rad14 strain. growth inhibition, % at 50 µM. hit rate 8.3% among 78,000. AID 165;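 note: 0% = growth of vehicle-only cultures of the same strain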
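Relative to vehicle controls, growth inhibition of compound-treated cln2 rad14 yeast was recorded.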
yeast rad50: NCI yeast anticancer drug screen, S. cerevisiae rad50 strain; growth inhibition, % at 50 µM; hit rate 10% among 79,000; AID 155;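 note: 0% = growth of vehicle-only cultures of the same strain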
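Genetically altered yeast (DNA repair pathway); compound treatment; growth inhibition vs vehicle ctrl.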
yeast mec2-1: NCI yeast anticancer drug screen, S. cerevisiae mec2-1 strain; AID 157; % growth inhibition at 50 µM; hit rate 9% among 79,000;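 note: 0% = growth of vehicle-only cultures of the same strain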
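Yeast mec2-1 mutant treated with compound. Readout: growth inhibition vs vehicle controls.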
bub3: NCI yeast anticancer drug screen, S. cerevisiae bub3 mutant strain. % growth inhibition at 50 µM. hit rate 9.9% among 78,000;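 note: 0% = growth of vehicle-only cultures of the same strain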
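Whole-cell yeast assay. The mutant strain was incubated with compounds, and growth inhibition was determined by comparison with vehicle-treated cells.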
sgs1 mgt1: NCI yeast anticancer drug screen, S. cerevisiae sgs1 mgt1 strain; growth inhibition, % at 50 µM; hit rate 10% among 78,000;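 note: 0% = growth of vehicle-only cultures of the same strain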
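Test agents were incubated with a DNA-repair-mutant yeast strain. Growth was then read and compared against vehicle-treated controls.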
yeast mlh1 rad18: NCI yeast anticancer drug screen, S. cerevisiae mlh1 rad18 strain; AID 175; % growth inhibition at 50 µM; hit rate 11% among 79,000;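 note: 0% = growth of vehicle-only cultures of the same strain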
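Vehicle-treated cultures served as the reference for growth inhibition in a yeast strain carrying DNA damage repair alterations exposed to each compound.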
* marks the source's active call; other numbers are inactive results; . = not tested or not shown. Cut-off read from the data, not from the text of the source: active = growth inhibition above about 70%; inactive = the rest. Hits appear at their usual frequency. Share with any hit: about 14%.

SMILES | yeast cln2 rad14 | yeast rad50 | yeast mec2-1 | bub3 | sgs1 mgt1 | yeast mlh1 rad18
COC(=O)c1ccc(N(C)CC/C(CNc2nc(N)[nH]c(=O)c2[N+](=O)[O-])=N\NC(N)=O)cc1 | 6 | 9 | 11 | -8 | -2 | -4
Cc1nnnn1-c1ccc([N+](=O)[O-])cc1 | -18 | 8 | 8 | 1 | -2 | 7
COC(=O)[C@@H](N1C(=O)c2ccccc2C1=O)C1(C)CC(Cl)=NO1 (stereo partly drawn) | -12 | -14 | 3 | 4 | -15 | 12
Oc1ccc(OCc2ccccc2)cc1CN1CCOCC1 | 7 | 17 | 8 | 23 | 27 | 35
CCCCC(=O)c1cc(F)c(O)c(Br)c1 | -6 | 2 | -16 | -8 | 2 | 1
C=C1CC(C)(Cn2cnc3c(=O)[nH]cnc32)OC1=O (stereo not drawn) | 8 | 18 | 23 | 17 | 13 | 22
Cc1ccc(NCC(O)CN2CCOCC2)cc1 (stereo not drawn) | -8 | 34 | 14 | 6 | 27 | 36
OCc1ccc(OCc2ccccc2)cc1 | -8 | 0 | -4 | -21 | -1 | -4
COc1ccc([N+](=O)[O-])c2c(NCC(O)CO)ccnc12 (stereo not drawn) | -8 | 0 | -11 | -25 | -10 | -47
C=c1c2ccccc2oc2nc3[nH]c(N)c(C#N)c(N)c3c(=N)c12 | 48 | 74* | 75* | 82* | 74* | 69
CCC1SC(N)=NC1c1ccccc1 (stereo not drawn) | 10 | 22 | 3 | 14 | 32 | 25
Cc1ccc(S(=O)(=O)OCC(COS(=O)(=O)c2ccc(C)cc2)C(C)(C)C)cc1 | 12 | 26 | -6 | 3 | 12 | -10
CC(C)c1ccc2c(c1)CC[C@H]1[C@](C)(COCCC#N)CCC[C@]21C | -63 | -11 | -28 | -17 | -14 | -30
c1ccc(-c2cc3cc4ccccc4cn3c2)cc1 | 83* | 84* | 84* | 86* | 89* | 87*
Cc1ccc(S(=O)(=O)NC(=O)NC23CC4CC(CC(F)(C4)C2)C3)cc1 | 10 | 38 | 21 | 14 | -14 | 2
O=C1C=C(Nc2ccccc2C(=O)CC(=O)C(=O)Nc2ccc(Cl)c(Cl)c2)c2ccccc2C1=O | -31 | -14 | 6 | -24 | 3 | -7
CC(=O)NC(CCCCNC(=O)OCc1ccccc1)C(=O)NCc1ccccc1 (stereo not drawn) | 13 | 6 | -5 | -10 | 3 | 8
CCCC/C=C/C(C)(C(=O)OCC)C(=O)OCC | 59 | -6 | 27 | 68 | 38 | 70*
COC1CC2CCC(C)[C@](O)(O2)C(=O)C(=O)N2CCCCC2C(=O)OC(C(C)CC2CCC(O)C(OC)C2)CC(=O)C(C)C=C(C)C(OC(=O)CCCN2CCCC2)C(OC)C(=O)C(C)CC(C)/C=C/C=C/C=C\1C (stereo partly drawn) | 88* | 90* | 92* | 92* | 93* | 91*
CCCCCCCC/C=C/CCCCCCCCCCCCCCBr | 12 | 35 | 1 | -1 | 10 | 11
CN1N=Nc2ccccc2C1(O)c1ccccc1 (stereo not drawn) | -19 | 9 | -3 | -12 | 0 | 7
COc1ccc(/C(=N/NC(N)=O)C(OC)OC)cc1 | -39 | 1 | -1 | 13 | -4 | 6
COC(=O)/C=C(/C(=O)OC)N(O)C(=O)CN1C(=O)c2ccccc2C1=O | -17 | -16 | -16 | -6 | -19 | -23
O=P(O)(O)Oc1c(O)c2ccccc2c2ccccc12 | 97* | 91* | 95* | 100* | 97* | 99*
CSc1ncnc2c1cnn2CCCCO | 22 | -2 | -13 | -23 | 15 | -5

Other results follow.
SMILES | yeast cln2 rad14 | yeast rad50 | yeast mec2-1 | bub3 | sgs1 mgt1 | yeast mlh1 rad18
COc1ccc(C(=O)NC(=S)Nc2cc(C(F)(F)F)ccc2Cl)cc1 | 85* | -19 | 0 | -4 | -11 | 12
Oc1ccccc1C(c1cc2c(cc1O)OCO2)N1CCOCC1 (stereo not drawn) | 91* | 87* | 89* | 91* | 90* | 92*
OC(C[n+]1cccc(Br)c1)C[n+]1cccc(Br)c1 | -1 | -31 | -1 | 4 | -11 | 19
CC1CC(c2ccccc2)S(=O)(=O)O1 (stereo not drawn) | -12 | -6 | -4 | 35 | -4 | -10
COc1ccc(C(CN)c2ccc(N)cc2)cc1 (stereo not drawn) | 3 | 9 | 11 | -13 | 2 | -5
CCNC(=S)N/N=C/c1cc([N+](=O)[O-])ccc1O | 24 | -9 | 30 | 33 | -6 | -13
C=CNC(=O)NC(=O)CSc1nnc(-c2ccccc2NC(=O)C(F)(F)F)c(=O)[nH]1 | 15 | 6 | -5 | 31 | -4 | 5
COc1cc2c(cc1O)C(Cc1ccc(OC)c(OC)c1)N(C)CC2 (stereo not drawn) | . | 4 | 1 | . | . | 2
Cc1cc2nc(N)n[n+]([O-])c2cc1C | -6 | 8 | 7 | 1 | 2 | -25
Cc1ccccc1-n1c(C)nc2[nH]ncc2c1=O | -1 | 10 | 6 | 10 | -8 | -7
[O-][n+]1c2ccccc2[n+]([O-])c2cc(O)ccc21 | -1 | 20 | -4 | 17 | 13 | 51
CC(OC1OC(C(=O)O)C(O)C(O)C1O)c1ccccc1 (stereo not drawn) | -1 | -6 | 14 | 0 | -8 | -6
CN(C)Cc1cc(C(=O)/C=C/c2ccc(Cl)c(Cl)c2)cc(CN(C)C)c1O | 32 | -2 | -14 | 2 | 6 | -3
Oc1c(Cl)cc(Cl)c(Cc2c(Cl)cc(Cl)c(O)c2Cl)c1Cl | 20 | 66 | 4 | -3 | -10 | 47
O=C(O)c1cc(Br)cc(SSc2cc(Br)cc(C(=O)O)c2O)c1O | 21 | 38 | -21 | -4 | 8 | 5
NC(=O)C(N)CCc1ccccc1 (stereo not drawn) | 7 | 13 | -2 | 10 | 2 | 23
N#CC1c2ccccc2C=CN1C(=O)CCCl (stereo not drawn) | 17 | 6 | 34 | 74* | 54 | 29
CSc1nc(=O)n(CCC#N)nc1SC | -8 | 33 | 22 | 4 | 35 | 12
O=c1[nH]cnc2c1ncn2CCCCc1ccccc1 | 1 | 8 | -5 | 6 | 8 | 15
OCc1c(CO)c(Br)c2ccccc2c1Br | -6 | 12 | 4 | 5 | 35 | -6
CSc1ncc2c(n1)-c1ccccc1OC2N1CCCC1 (stereo not drawn) | -4 | 6 | 38 | -40 | -22 | 19
c1ccc(-c2cc(-c3ccncc3)c(-c3ccccc3)nn2)cc1 | 22 | 8 | 8 | -1 | 24 | 36
O=C1OCc2cccc3cccc1c23 | 37 | 88* | 39 | 28 | 70* | 62
CC(=O)Nc1nc(NC(C)=O)c2nc(C)cnc2n1 | 24 | 4 | 21 | 11 | -2 | 25
Cc1coc2c1CC1(C)C(CCC(O)C1C)C2 (stereo not drawn) | 0 | 12 | -4 | 5 | -8 | -47

Quoted at random: 5 entries already listed.
SMILES | yeast cln2 rad14 | yeast rad50 | yeast mec2-1 | bub3 | sgs1 mgt1 | yeast mlh1 rad18
CC(=O)Nc1nc(NC(C)=O)c2nc(C)cnc2n1 | 24 | 4 | 21 | 11 | -2 | 25
CSc1nc(=O)n(CCC#N)nc1SC | -8 | 33 | 22 | 4 | 35 | 12
O=c1[nH]cnc2c1ncn2CCCCc1ccccc1 | 1 | 8 | -5 | 6 | 8 | 15
CC1CC(c2ccccc2)S(=O)(=O)O1 (stereo not drawn) | -12 | -6 | -4 | 35 | -4 | -10
COc1ccc(C(CN)c2ccc(N)cc2)cc1 (stereo not drawn) | 3 | 9 | 11 | -13 | 2 | -5

The results go on.
SMILES | yeast cln2 rad14 | yeast rad50 | yeast mec2-1 | bub3 | sgs1 mgt1 | yeast mlh1 rad18
O=C(CC(C(=O)c1cccs1)c1cccs1)c1ccsc1 (stereo not drawn) | 11 | -4 | -24 | 3 | 11 | -4
CC(=O)OCC1=C(C)C[C@H]([C@@H](COC(C)=O)C2CCC3C4C[C@H]5O[C@]56CC=CC(=O)[C@]6(C)C4CC[C@@]32C)OC1=O (stereo partly drawn) | 31 | 14 | -1 | 16 | 35 | -43
CCON=C1C(C)(C)C(C)(C)C(C)(C)C1(C)C | 37 | -13 | 0 | -16 | -25 | -2
CC1(C)Oc2ccc3c(=O)cc(-c4cccs4)oc3c2C1C(=O)O (stereo not drawn) | -12 | -2 | -16 | 2 | -25 | -23
CC(=O)Nc1nc(C)c(CCC(C)C)c(Cl)n1 | -1 | 7 | 11 | 34 | 35 | 15
CC(C)COc1ccc(CCO)cc1 | -18 | -2 | 7 | -14 | -6 | -21
O=C(O)c1ccc(P(=O)(O)O)cc1[N+](=O)[O-] | 2 | 26 | 10 | 4 | -9 | -7
O=S(=O)(Nc1ccc2ccccc2c1)c1ccccc1 | 92* | 98* | 98* | 97* | 98* | 98*
CC(=O)NC(CC(C)C)C(=O)NC(Cc1ccccc1)C(=O)CCl (stereo not drawn) | -32 | 7 | 33 | 54 | 47 | 40
CCC/C(=N\NC(=S)N(C)C)c1ccccn1 | 99* | 100* | 100* | 100* | 100* | 100*
CCO/C=C1\SC(=S)N(c2cccc(O)c2)C1=O | -3 | 28 | 15 | 40 | 40 | 70*
CSc1ccc(C(=O)C(=O)c2ccc(SC)s2)s1 | 77* | 27 | 40 | 49 | 74* | -2
CC(=O)Nc1ccc(Cc2ccc(O)cc2)cc1 | -31 | 2 | 7 | -4 | -4 | -1
O=C(O)c1ccccc1N/N=C/c1ccccc1 | 34 | 47 | 18 | 52 | 37 | 36
CCCCCCSc1nc2ccc(NC(C)=O)cc2s1 | -4 | 31 | 4 | 10 | 0 | 24
COC(CCCl)c1ccccc1 (stereo not drawn) | 8 | 1 | -21 | -13 | -10 | 7
CC1CP(=O)(Cc2ccccc2)C(C)(c2ccccc2)C1=O (stereo not drawn) | -4 | -18 | -1 | 40 | 31 | -6
COC(=O)c1cc2ccccc2cc1Nc1ccc2ccccc2c1 | -10 | 2 | 5 | -1 | 5 | 7
CC(=O)C12OC1CC1C3CC=C4CC(O)CCC4(C)C3CCC12C (stereo not drawn) | . | 11 | 1 | . | . | 18
CCOC(=O)CCN(CC1CC=CCC1)c1cc(O)c2c(c1O)C(=O)c1ccccc1C2=O (stereo not drawn) | -3 | -71 | -5 | 2 | -22 | -10
CN(C)CCCNc1ncnc2nc[nH]c12 | -20 | -26 | -44 | -28 | -32 | 0
CCCCC1=C(c2ccccc2)/C(=N/Nc2ccc([N+](=O)[O-])cc2[N+](=O)[O-])c2ccccc21 | -3 | 13 | -1 | 1 | 6 | 9
COC1=CC2CCN3C=C(C#N)C(C#N)CC3C2C=C1OC (stereo not drawn) | 14 | 5 | 11 | 6 | 11 | 18
COc1cc(C(=O)O)c(Cc2ccccc2)c(OC)c1O | 6 | 10 | 6 | 9 | 1 | -3
CCNC(=O)C1C2C=CC(C2)C1C(=O)NCC (stereo not drawn) | -46 | 3 | -10 | -5 | -9 | 0

The listing continues:
SMILES | yeast cln2 rad14 | yeast rad50 | yeast mec2-1 | bub3 | sgs1 mgt1 | yeast mlh1 rad18
CCCCCC=C(c1cc(Br)cc(C(=O)OC)c1OC)c1cc(Br)cc(C(=O)OC)c1OC | -44 | -19 | -6 | -6 | -11 | 12
CC(=O)N(c1ccccc1)C(C)C | 44 | -6 | -10 | -2 | -10 | 10
O=C1C=C(N2CCCC2)c2ccccc21 | -19 | 15 | -9 | -28 | 4 | 13
O=S(=O)(c1ccccc1)c1ccc(CBr)cc1 | 18 | 16 | 2 | -3 | -10 | -9
OCCCCCCCCCCCBr | -27 | 28 | 4 | 9 | -3 | 17
CCC(=O)OCc1cc2ccccc2c(-c2c(O)c(CN3CCOCC3)cc3ccccc23)c1O | -32 | -23 | -6 | 1 | -9 | -13
O=[N+]([O-])c1ccc(Cl)c(C=NC23CC4CC(CC(C4)C2)C3)c1 | -9 | -14 | -25 | -23 | -29 | -9
COC(=O)n1oc2ccccc2c1=O | -1 | 62 | -6 | -17 | 1 | 4
CCOC(=O)c1[nH]c(=S)n(C)c1C(=O)OCC | -33 | -13 | 7 | 8 | 29 | 1
O=[N+]([O-])c1ccc(/C=N/c2oc(-c3ccc([N+](=O)[O-])cc3)nc2SCc2ccccc2)cc1 | 14 | 5 | 10 | -2 | 12 | 27
C/C(=N/NC(N)=S)c1ccc(O)cc1 | -39 | 15 | -15 | 23 | -16 | -26

Part of the list above in order of SMILES length, ascending:
SMILES | yeast cln2 rad14 | yeast rad50 | yeast mec2-1 | bub3 | sgs1 mgt1 | yeast mlh1 rad18
OCCCCCCCCCCCBr | -27 | 28 | 4 | 9 | -3 | 17
O=C1C=C(N2CCCC2)c2ccccc21 | -19 | 15 | -9 | -28 | 4 | 13
O=S(=O)(c1ccccc1)c1ccc(CBr)cc1 | 18 | 16 | 2 | -3 | -10 | -9
CCOC(=O)c1[nH]c(=S)n(C)c1C(=O)OCC | -33 | -13 | 7 | 8 | 29 | 1
O=[N+]([O-])c1ccc(Cl)c(C=NC23CC4CC(CC(C4)C2)C3)c1 | -9 | -14 | -25 | -23 | -29 | -9
CCC(=O)OCc1cc2ccccc2c(-c2c(O)c(CN3CCOCC3)cc3ccccc23)c1O | -32 | -23 | -6 | 1 | -9 | -13
